HCV core dimer: inhibitors of HCV core protein dimerization, primary screen, biochemical, TR-FRET, high-throughput; TR-FRET GST/Flag-core106 dimerization, 1536-well; inhibition, % at 5 µM; hit rate 0.33% among 300,000; AID 1899, 2009;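 active = inhibition above the mean of all tested compounds plus 3 SD, set per screening campaign, cut at about 45% in these data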
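System – GST-tagged and Flag-tagged HCV core protein residues 1-106 · Repeats – one well for each compound · Technique – TR-FRET 671 and 617 nm emission · Doses – one concentration, 5 µM, in 0.5% DMSO · Times – 4 h, 22.5 °C incubation · Also added – Eu donor and XL665 acceptor anti-tag antibodies · Measure – percent inhibition of core106 dimerization signal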
Fh CTSL1 inh: Fasciola hepatica cathepsin L1 inhibitors, primary screen, counter-screen for PFM18AAP inhibitor project, biochemical, QFRET, fluorogenic peptide substrate; recombinant F. hepatica cathepsin L1, Z-Leu-Arg-MCA fluorescence; hit rate 0.49% among 300,000; AID 1906, 2009; inhibition, % at 5.96 µM;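 active = inhibition above the mean of all tested compounds plus 3 SD, set per screening campaign, cut at about 17% in these data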;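 note: 0% = plate median of test compound wells and 100% = 1 µM Z-Phe-Ala-diazomethylketone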
TPT1 inhibitor: Candida albicans TPT1 enzyme inhibitors, primary screen, biochemical, fluorescence polarization. hit rate 0.81% among 300,000. inhibition, % at 5 µM. recombinant caTPT1, FP RNA substrate dephosphorylation. AID 1962, 2009;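 active = inhibition above the mean of all tested compounds plus 3 SD, set per screening campaign, cut at about 24% in these data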;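 note: plate controls were DMSO alone for no effect and ferristatin control at 100 nM for full effect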
procasp3 activ: activators of human procaspase-3 D3A mutant, primary screen, biochemical, absorbance, PC-3 D3A mutant, single concentration | hit rate 0.11% among 330,000 | recombinant procaspase-3 D3A, Ac-DEVD-pNA absorbance 405 nm | AID 463141, 2010 | activation, % at 8.5 µM;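 active = activation above the mean of all tested compounds plus 3 SD, cut at about 21% in these data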;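 note: 0% = DMSO alone and 100% = DMSO wells spiked with extra 5 µM PC-3 D3A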
Target sequence (P42574 whole entry D9A/D28A/D175A): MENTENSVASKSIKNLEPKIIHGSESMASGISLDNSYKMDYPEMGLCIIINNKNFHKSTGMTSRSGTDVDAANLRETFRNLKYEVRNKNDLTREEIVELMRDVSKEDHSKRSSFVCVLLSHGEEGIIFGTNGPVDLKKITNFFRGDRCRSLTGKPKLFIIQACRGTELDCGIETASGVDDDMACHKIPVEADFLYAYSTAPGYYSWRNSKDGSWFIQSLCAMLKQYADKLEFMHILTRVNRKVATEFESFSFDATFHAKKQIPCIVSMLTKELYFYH
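material = Procaspase-3 D3A mutant | probe or stimulus = Ac-DEVD-pNA | compound = single dose, 8.5 µM nominal compound, 0.8% DMSO | timing = 1 h preincubation, 2 h reaction | measured by = 405 nm absorbance of p-nitroaniline, reads at 0 and 120 min | benchmarks = DMSO-only low control, 5 µM PC-3 D3A high control | repeats = singlicate, each compound tested once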
PP1 inh: PP1-alpha phosphatase inhibitors, primary screen, counter-screen for PP5 inhibitor project, biochemical, fluorescence, OMFP substrate, single point; Serine/threonine-protein phosphatase PP1-alpha catalytic subunit (Homo sapiens), P62136; purified PP1alpha; inhibition, % at 6.7 µM; hit rate 0.9% among 320,000;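 active = inhibition above the mean inhibition of all tested compounds plus 3 SD, computed separately for each screening campaign, cut at about 15% in these data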
AHR act: AHR activators, primary screen, cell-based, luminescence, luciferase reporter, human | Aryl hydrocarbon receptor (Homo sapiens), P35869 | AHR-responsive luciferase reporter cells | activation, % at 5 µM | hit rate 2.5% among 320,000; in the data active = activation above about 47%;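 note: 0% = vehicle wells and 100% = reference agonist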
PAFAH2 FP inh: PAFAH2 enzyme inhibitors, primary screen, biochemical, fluorescence polarization, human. recombinant PAFAH2, FP-rhodamine activity probe. inhibition, % at 3.39 µM. Platelet-activating factor acetylhydrolase 2, cytoplasmic (Homo sapiens), Q99487. hit rate 0.99% among 340,000. AID 492956, 2010;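 active = inhibition above the mean over all tested compounds plus 3 SD, cut at about 30% in these data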;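 note: inhibitors block probe labeling of enzyme so polarization drops; 0% = enzyme with DMSO and 100% = wells lacking PAFAH2 protein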
PP5 inh: PP5 phosphatase inhibitors, primary screen, biochemical, fluorescence. Serine/threonine-protein phosphatase 5 (Homo sapiens), P53041. purified PP5c, OMFP substrate fluorescence. inhibition, % at 6.7 µM. hit rate 0.18% among 320,000. AID 1987, 2009;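 active = inhibition above the campaign's mean inhibition across all tested compounds plus 3 SD, cut at about 9.5% in these data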;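 note: 0% = DMSO only and 100% = 100 µM cantharidin control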
Target sequence (P53041 whole entry, looked up): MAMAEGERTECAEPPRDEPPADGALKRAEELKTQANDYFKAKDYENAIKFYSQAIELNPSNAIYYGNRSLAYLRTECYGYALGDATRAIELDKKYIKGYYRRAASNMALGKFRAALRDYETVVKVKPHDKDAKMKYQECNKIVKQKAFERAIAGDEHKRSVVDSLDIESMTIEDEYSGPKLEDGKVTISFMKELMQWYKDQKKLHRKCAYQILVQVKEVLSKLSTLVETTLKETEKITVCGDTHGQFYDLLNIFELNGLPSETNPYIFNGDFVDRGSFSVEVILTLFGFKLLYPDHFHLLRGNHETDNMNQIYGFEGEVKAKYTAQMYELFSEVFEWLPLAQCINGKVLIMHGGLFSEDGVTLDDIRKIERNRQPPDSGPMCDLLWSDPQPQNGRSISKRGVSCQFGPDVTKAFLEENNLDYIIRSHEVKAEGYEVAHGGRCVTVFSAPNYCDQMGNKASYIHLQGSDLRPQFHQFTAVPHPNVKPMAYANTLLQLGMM
proCasp7 act: procaspase-7 activators, primary screen, counter-screen for procaspase-3 activator project, biochemical, absorbance, HTS, human. Caspase-7 (Homo sapiens), P55210. recombinant procaspase-7, Ac-DEVD-pNA absorbance 405 nm; D23A/D198A/D206A triple mutant, cannot self-cleave; scale: DMSO 0, 5 µM enzyme 100. activation, % at 8.5 µM. hit rate 0.093% among 330,000. AID 463210, 2010;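 active = percent activation above the screen-wide mean plus 3 SD, cut at about 25% in these data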
Target sequence (P55210 whole entry D23A/D198A/D206A): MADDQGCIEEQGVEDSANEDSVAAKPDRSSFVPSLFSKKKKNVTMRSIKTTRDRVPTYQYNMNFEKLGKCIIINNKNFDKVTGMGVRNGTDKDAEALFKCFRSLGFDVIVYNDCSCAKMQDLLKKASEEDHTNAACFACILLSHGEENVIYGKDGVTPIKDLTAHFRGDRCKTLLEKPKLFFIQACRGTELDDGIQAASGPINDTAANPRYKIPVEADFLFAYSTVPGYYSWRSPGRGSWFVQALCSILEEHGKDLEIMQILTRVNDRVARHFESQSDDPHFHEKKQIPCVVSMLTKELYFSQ
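Assay system: Uncleavable procaspase-7 mutant enzyme; Input: 2 µM procaspase-7 mutant as dispensed; Also added: DEVD-pNA substrate; Medium: Zinc-free HEPES pH 7.4 with 300 mM NaCl, 0.01% Triton X-100; Timing: 1 h compound preincubation, 2 h substrate cleavage, 25 °C; Measured by: Epi-absorbance of released pNA at 405 nm, two timepoints.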
Active calls of the source: *; . = no result given.

SMILES | HCV core dimer | Fh CTSL1 inh | TPT1 inhibitor | procasp3 activ | PP1 inh | AHR act | PAFAH2 FP inh | PP5 inh | proCasp7 act
Cc1cc2c(s1)c1cnn(CC(=O)NCCc3ccccc3)c(=O)c1n2C | 36 | 0 | -3 | -1 | 20* | 2 | . | 1.5 | 7
CC(C)CCNC(=O)c1ccc(CSCc2cccc(F)c2)o1 | 4 | 3 | -1 | -6 | 4 | -2 | -3 | -2.0 | 2
COCCCNC(=O)c1cn(Cc2c(F)cccc2Cl)nn1 | 5 | 0 | 0 | 1 | -8 | 3 | 2 | -5.5 | -1
CCN(CC)CCNC(=O)c1ccc(Cl)c(S(=O)(=O)N2CCCCCC2)c1 | -14 | -12 | 0 | -4 | 9 | -2 | -8 | 3.0 | -7
CCN1C(=O)[C@@H]2[C@H](C1=O)[C@@H]1C(=O)Nc3ccccc3C(=O)N1[C@@H]2c1ccc(OC)cc1 | -10 | -1 | -1 | 9 | -2 | 0 | -9 | 0.2 | 2
Cc1cnc(C(=O)OCC(=O)NC2CCCCC2)cn1 | -2 | -11 | -3 | 1 | -2 | -1 | -12 | 1.1 | 2
Cc1ccc(N2CC(C(=O)NCC3CCCO3)CC2=O)cc1Cl (stereo unspecified) | -2 | 1 | -3 | -4 | -2 | -2 | 7 | -0.2 | 4
COc1ccc(/C=C(\C#N)c2c[nH]c3ccccc23)cc1 | -10 | 7 | 0 | -10 | 2 | 54* | 6 | 3.8 | -12
COc1ccc(S(=O)(=O)N2CCc3ccccc32)cc1C(=O)NCCc1ccccn1 | 2 | -2 | 0 | -4 | 10 | 1 | 3 | 0.8 | 8
Cc1ccc(S(=O)(=O)NC(CC(=O)O)c2ccccc2)cc1 (stereo unspecified) | -1 | 0 | -7 | -12 | 1 | -4 | 3 | 2.0 | 6
CCOc1cc(/C=C(\C#N)C(=O)NCC2CCCO2)ccc1OCC(N)=O (stereo unspecified) | -9 | 4 | -2 | -3 | 2 | -2 | 7 | 1.1 | 2
COc1ccc(-c2cc3ccc(OCC(=O)NCC4CCC(C(=O)O)CC4)cc3oc2=O)cc1 (stereo unspecified) | 8 | 3 | -3 | 7 | 1 | 1 | -4 | 3.1 | 2
COc1cccc(NC(=S)NCCN2CCOCC2)c1 | 2 | -1 | 5 | -12 | 2 | -1 | 11 | 2.9 | -4
CC(C)(C)OC(=O)NCc1n[nH]c(=S)n1C1CC1 | -5 | 2 | 3 | -6 | -7 | 2 | -6 | 0.7 | -9
CC(Oc1ccc(-c2ccccc2)cc1)C(=O)N/N=C/c1cccnc1 (stereo unspecified) | 7 | -6 | -2 | -1 | 5 | 8 | 0 | 0.7 | -2
COCc1nc2ccccc2n1Cc1ccccc1 | -2 | -2 | -4 | -2 | -2 | 5 | -6 | 0.7 | 0
Cc1ccc(NC(=S)N(C)C(c2ccccc2)c2ccccc2)cc1C | 6 | 0 | 3 | -8 | 4 | 0 | 2 | 4.2 | -9
NC(=O)CC(NC(=O)c1ccccc1)c1ccc(NC2CCC2)c([N+](=O)[O-])c1 (stereo unspecified) | 12 | 1 | 1 | 2 | 0 | 0 | -3 | 4.3 | -7
CCC(C)(C)n1nnnc1C(c1ccc(OC)c(OC)c1)N1CCN(c2cccc(OC)c2)CC1 (stereo unspecified) | 10 | 2 | 0 | -4 | 0 | 4 | -5 | 3.1 | -3
N=c1n(CCN2CCCCC2)c2ccccc2n1CC(O)c1ccco1 (stereo unspecified) | 0 | -4 | -3 | -7 | -5 | -1 | -1 | 1.9 | 11
Cc1ccc(CSCC(=O)Nc2ccc(F)cc2)cc1 | -14 | -2 | 2 | -7 | 0 | 68* | -1 | 3.4 | -10
CCC1(c2ccccc2)NC(=O)N(CC(=O)Nc2cc(C(F)(F)F)ccc2N2CCCC2)C1=O (stereo unspecified) | -1 | -2 | -4 | -3 | 1 | 5 | -2 | 3.7 | -9
O=C(C1COc2ccccc2O1)N1CCN(c2nc3c(F)cc(F)cc3s2)CC1 (stereo unspecified) | 2 | -4 | 3 | 5 | 0 | 4 | -4 | -0.9 | -4
Cc1cc(CSc2ccccc2)ccc1NC(=O)COc1ccccc1C | -3 | 6 | -3 | 6 | 7 | -2 | -1 | 0.3 | 11
CC(C)C(C)NC(=O)CSc1ccc(S(=O)(=O)N2CCOCC2)cn1 (stereo unspecified) | . | . | . | 8 | -2 | -1 | -3 | 0.9 | 3

A draw from above in order of length of the SMILES, rising:
SMILES | HCV core dimer | Fh CTSL1 inh | TPT1 inhibitor | procasp3 activ | PP1 inh | AHR act | PAFAH2 FP inh | PP5 inh | proCasp7 act
COCc1nc2ccccc2n1Cc1ccccc1 | -2 | -2 | -4 | -2 | -2 | 5 | -6 | 0.7 | 0
N=c1n(CCN2CCCCC2)c2ccccc2n1CC(O)c1ccco1 (stereo unspecified) | 0 | -4 | -3 | -7 | -5 | -1 | -1 | 1.9 | 11
CC(Oc1ccc(-c2ccccc2)cc1)C(=O)N/N=C/c1cccnc1 (stereo unspecified) | 7 | -6 | -2 | -1 | 5 | 8 | 0 | 0.7 | -2
NC(=O)CC(NC(=O)c1ccccc1)c1ccc(NC2CCC2)c([N+](=O)[O-])c1 (stereo unspecified) | 12 | 1 | 1 | 2 | 0 | 0 | -3 | 4.3 | -7

The listing continues.
SMILES | HCV core dimer | Fh CTSL1 inh | TPT1 inhibitor | procasp3 activ | PP1 inh | AHR act | PAFAH2 FP inh | PP5 inh | proCasp7 act
O=C(c1cnccn1)N1CCN(C/C=C/c2ccccc2)CC1 | 2 | -4 | -3 | 1 | -3 | -1 | -2 | 1.2 | 8
CN1C(CC(=O)c2ccccc2)CCCC1CC(O)c1ccccc1 (stereo unspecified) | 4 | -1 | -3 | 8 | 2 | 0 | -1 | -0.5 | 3
Cc1ccccc1OCC(=O)NCC(C)(C)N1CCOCC1 | -7 | -6 | 2 | 8 | -3 | 1 | 2 | 0.2 | 11
Cc1ccc(-c2nc(CS(=O)CC(=O)N3CCN(c4ccc(F)cc4)CC3)c(C)o2)cc1 (stereo unspecified) | 4 | 1 | 0 | 3 | 0 | -3 | -2 | -1.6 | 10
COc1cc(NC(=O)c2ccccc2-c2ccccc2)cc(OC)c1 | 2 | 2 | -3 | -4 | -1 | 48* | -7 | 1.0 | 6
Cc1onc(-c2ccccc2)c1C(=O)N1CCN(C)CC1 | 0 | 7 | 0 | 1 | -4 | 0 | 0 | 0.6 | 1
Cc1ccc(N2C(=O)N3[C@H](c4ccc(F)cc4)[C@@H]4C(=O)N(C5CCCCC5)C(=O)[C@@H]4[C@]3(Cc3ccccc3)C2=O)cc1 | 36 | -2 | 0 | 1 | 5 | -3 | 0 | 3.4 | 0
CCOC(=O)c1cccc(NC(=O)CCc2c(C)nc3ncnn3c2C)c1 | -4 | -2 | -4 | 2 | 1 | 2 | 2 | -0.7 | 5
CCC(=O)Nc1nnc(SCC(=O)c2ccc3c(c2)Cc2ccccc2-3)s1 | -55 | 0 | 0 | 2 | 1 | 0 | -2 | -0.4 | -3
CCOc1ccc(S(=O)(=O)n2ccc(C)n2)c2ccccc12 | 11 | 3 | -3 | 1 | 2 | 6 | 5 | 4.6 | 4
CN(C)S(=O)(=O)c1ccc(Cl)c(C(=O)NC2CCCCCCC2)c1 | -2 | -5 | -7 | -5 | 0 | 0 | -1 | 2.1 | 7
COc1ccc(CNC(=S)Nc2cc(C)cc(C)c2)cc1 | 6 | -1 | -7 | 3 | 2 | 8 | -6 | 2.3 | 1
O=S(=O)(NCc1nnc2c(C(F)(F)F)cc(Cl)cn12)c1ccccc1 | -1 | 0 | 2 | 7 | -2 | 2 | 0 | 1.4 | 3
COc1ccccc1/C=C/C(=O)OCC(=O)NCCC1=CCCCC1 | 6 | -6 | -2 | 10 | -2 | 2 | 25 | -0.2 | 4
COc1cccc(CNC(=O)N[C@@H](C)C(=O)O)c1 | 1 | -1 | 1 | 0 | -6 | -1 | 0 | -2.1 | -6
NS(=O)(=O)c1ccc(CCNC(=S)Nc2ccc(S(N)(=O)=O)cc2)cc1 | -6 | 0 | 3 | -6 | -2 | -1 | 0 | 1.0 | -25
CN1C(=O)C(O)(CC(=O)c2ccccc2O)c2cc(Br)ccc21 (stereo unspecified) | -3 | 3 | -1 | -8 | -1 | 19 | 3 | -1.1 | -30
O=C(Nc1ccccc1Cl)NC1(C(=O)NCc2ccncc2)CCCCC1 | -12 | 3 | -2 | -15 | 0 | -1 | 13 | -0.5 | 5
C=CCN1CCc2c(cc(O)c(O)c2Cl)C(c2ccccc2)C1 (stereo unspecified) | 8 | 4 | -4 | -4 | 2 | 1 | 3 | -1.2 | -3
Clc1ccc(-c2nc(/C=N/N3CCOCC3)c3ccccn23)cc1 | -7 | 0 | 1 | 1 | 0 | 90* | 5 | 1.2 | -3
CCOC(=O)C1=C(N)Oc2c(oc(CO)cc2=O)C1c1ccccc1 (stereo unspecified) | -3 | -2 | -2 | 1 | 2 | 0 | 2 | -0.6 | 8
CC(NC(=O)COc1ccc(/C=N/NS(=O)(=O)c2ccccc2)cc1)c1ccccc1 (stereo unspecified) | 3 | 1 | 4 | -2 | -3 | 5 | -3 | 3.7 | 7
CC(=O)CCS(=O)(=O)c1ccc(NC(C)=O)cc1 | -1 | -1 | 0 | 8 | -4 | 1 | 2 | 0.4 | 5
Cc1ccc2c(c1)-c1cc(C)nn1C(c1ccc3c(c1)OCO3)N2 (stereo unspecified) | 1 | 3 | 2 | 2 | 0 | 94* | -1 | 3.6 | 15
Cc1cc(CNC(=O)Nc2ccc3c(c2)OCO3)nn1C | -9 | -3 | -4 | 2 | -2 | 12 | -6 | -0.2 | 8
Cc1ccc(C(=O)N(Cc2ccc3c(c2)OCO3)Cc2nc3ccccc3c(=O)[nH]2)cc1 | 10 | -3 | 1 | -8 | 1 | 5 | 1 | 3.5 | 12
COc1ccc(OCCCC(=O)Nc2cccc(SC)c2)cc1 | -5 | -1 | 2 | -2 | 2 | 2 | -14 | 1.0 | 4
O=C(c1ccc(Br)cc1)c1sc(N2CCOCC2)nc1-c1ccccc1 | 13 | 2 | 0 | -1 | 2 | 3 | 0 | 1.2 | -5
NC(=O)c1cc(Cl)ccc1OCC(=O)NC1CC1 | . | . | . | 3 | . | 3 | -6 | . | 0
CC(=O)Nc1ccc(N2CCN(c3ccc(F)cc3)CC2)cc1 | 3 | 0 | -4 | 11 | -4 | -2 | 5 | -1.0 | 5
